Screens deposited in PubChem by Sanford-Burnham Center for Chemical Genomics.
Rat MKP-3 inhibitors = MKP-3 phosphatase inhibitors, primary screen, biochemical, rat enzyme, in vitro (AID 425). 0.17% of 110,000 active. one-dose inhibition, % at 20 µM; IC50 in µM for titrated hits. recombinant MKP-3 phosphatase activity, fluorescence; higher % means a stronger effect; in the data active means inhibition above about 50%;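 further: plate controls were vehicle for no effect and reference inhibitor for full effect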
Hsp70 inhibitors = Hsp70 inhibitors, probe displacement, primary screen, biochemical, fluorescence polarization (AID 583); Hsp70 fluorescence polarization probe displacement, mP; higher % means a stronger effect; displacement, % at 20 µM, or IC50 in µM where a hit was titrated; 0.06% of 140,000 active; in the data active means displacement above about 50%;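 further: plate controls were vehicle for no effect and reference ligand for full effect; a part of the inactive calls stands beside numbers as strong as those of hits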
* = called active by the depositor; . = not tested or not shown; & = joins results of further samples.

Rat MKP-3 inhibitors	Hsp70 inhibitors	SMILES
-7%	.	CCOCCCNC(=O)C(NC(=O)c1ccc(=O)[nH]c1)c1ccccc1 (configuration not stated)
-2%	2.0%	Cn1c(CC(=O)Nc2ccccc2)nnc1SCC(=O)c1ccccc1
-11%	7.5%	Cc1nc(-c2ccc(C(=O)O)cc2)cs1
-3%	5.9%	O=c1cc(-c2ccco2)nc(-c2cccs2)o1
0%	-4.6%	COc1ccc(S(=O)(=O)N(CCO)Cc2ccccc2)cc1
-3%	0.2%	CC(C)CCNC(=O)C(=O)NCC(C)O (configuration not stated)
2%	5.1%	COc1cc(-c2noc(-c3cccs3)n2)cc(OC)c1OC
-5%	0.6%	Cc1ccc(CNC(=O)C2CCN(S(=O)(=O)N3CCOCC3)CC2)cc1
-2%	5.0%	Cc1cnc(-c2nnc(N(C)C(=O)C3CCCO3)s2)cn1 (configuration not stated)
2%	0.9%	O=C(/C=C/c1ccc2c(c1)OCO2)Nc1ccccc1I
-9%	-1.0%	Cc1ccc(-c2c(C(=O)N3CCOCC3)oc(=O)c3ccccc23)cc1
.	-8.3%	CC(=O)N(c1ccccc1)c1nc(C)cc(C)c1C#N
0%	4.2%	CCOc1ccc(NCc2nnc(SCC(=O)Nc3cc(C)on3)n2-c2ccccc2OC)cc1
2%	-2.7%	O=C(CCc1ccccc1)Nc1cc(Cl)c(Cl)cc1Cl
4%	4.1%	COc1cccc(C(=O)Nc2cccc3c2C(=O)N(c2ccccc2)C3=O)c1
1%	0.2%	CCSc1nc2sc3c(c2c2nnnn12)CCC3
3%	2.5%	COc1ccccc1CNC(=O)c1ccc(NC(C)=O)cc1
-8%	-4.3%	Cc1ccc2nc(NC(=O)CSc3nc4c(c(=O)n3C)SC(C)C4)sc2c1 (configuration not stated)
2%	2.9%	COc1ccc(/C=C2\C(=O)NC(=S)N(c3ccc(Br)cc3)C2=O)cc1
-10%	3.8%	CC1CCN(CCCn2c(=S)[nH]c3ccccc3c2=O)CC1

Eleven entries already listed, ordered by heavy-atom count, largest number first:
Rat MKP-3 inhibitors	Hsp70 inhibitors	SMILES
0%	4.2%	CCOc1ccc(NCc2nnc(SCC(=O)Nc3cc(C)on3)n2-c2ccccc2OC)cc1
4%	4.1%	COc1cccc(C(=O)Nc2cccc3c2C(=O)N(c2ccccc2)C3=O)c1
-8%	-4.3%	Cc1ccc2nc(NC(=O)CSc3nc4c(c(=O)n3C)SC(C)C4)sc2c1 (configuration not stated)
-5%	0.6%	Cc1ccc(CNC(=O)C2CCN(S(=O)(=O)N3CCOCC3)CC2)cc1
2%	2.9%	COc1ccc(/C=C2\C(=O)NC(=S)N(c3ccc(Br)cc3)C2=O)cc1
2%	5.1%	COc1cc(-c2noc(-c3cccs3)n2)cc(OC)c1OC
2%	0.9%	O=C(/C=C/c1ccc2c(c1)OCO2)Nc1ccccc1I
.	-8.3%	CC(=O)N(c1ccccc1)c1nc(C)cc(C)c1C#N
1%	0.2%	CCSc1nc2sc3c(c2c2nnnn12)CCC3
-3%	5.9%	O=c1cc(-c2ccco2)nc(-c2cccs2)o1
-11%	7.5%	Cc1nc(-c2ccc(C(=O)O)cc2)cs1

Next part.
Rat MKP-3 inhibitors	Hsp70 inhibitors	SMILES
.	-1.7%	CCOC(=O)C1CCN(C(=O)COc2ccc(Cl)cc2C)CC1
-8%	2.4%	Cc1ccc(S(=O)(=O)c2cc3c(=O)n4cccc(C)c4nc3n(CC3CCCO3)c2=N)cc1 (configuration not stated)
.	3.6%	CCSc1nc2c(c(-c3ccc(C)o3)c1C#N)CCCC2
2%	-3.6%	O=C(Cc1ccc(Br)cc1)Nc1ccc(F)c(F)c1
-6%	2.4%	Cc1cc(C)n(C(=O)CNC(=O)CCc2ccccc2)n1
.	8.5%	Cc1ccc(C(=O)COC(=O)c2cccs2)cc1
3%	0.0%	CC(C)N/C=C/C(=O)c1ccc(Br)cc1
3%	0.3%	Cc1cc([N+](=O)[O-])ccc1NC(=S)NC(=O)c1ccc(Cl)cc1
.	1.2%	CCOc1cc(CNn2nnnc2N)cc(Cl)c1OCC(=O)NC(C)(C)C
-2%	1.2%	N#Cc1cc(Cl)c(N2CCOCC2)cc1C#N
3%	0.2%	COc1ccc(Cc2noc(-c3ccc(F)cc3)n2)cc1
0%	0.1%	CC(=O)NCCOc1nc(N(C)C)nc(N(C)C)n1
-7%	-2.7%	COc1cccc(C2=NOC(C(=O)NC3CCCCC3)C2)c1 (configuration not stated)
0%	3.6%	Cc1ccc(NC2CC(C)N(C(=O)C(C)C)c3ccc(C)cc32)cc1 (configuration not stated)
2%	2.1%	O=C1c2ccccc2S(=O)(=O)N1c1c(F)c(F)c(C(F)(F)F)c(F)c1F
-2%	0.5%	NS(=O)(=O)c1ccc(CNC(=S)Nc2ccc(F)cc2)cc1
0%	3.6%	O=C(c1nn2c(C(F)(F)F)cc(-c3cccs3)nc2c1Br)N1CCN(c2ccc(F)cc2)CC1
5%	2.0%	COC(=O)C1=CN(C2CC2)C=C(C(=O)OC)C1c1ccc(C(=O)OC)cc1
-9%	2.5%	O=C1CC(SCCO)C(=O)N1c1ccc(Oc2ccccc2)cc1 (configuration not stated)
5%	-4.9%	O=C(Cc1n[nH]c(=O)[nH]c1=O)N/N=C\c1ccccc1F
0%	4.5%	O=C(CNCCC1=CCCCC1)Nc1ccccc1N1CCCCC1
-2%	1.9%	Cc1cc(C)n(C(=O)c2ccc(S(=O)(=O)N3CCCC3)cc2)n1
-1%	30%	CCOc1cc(/C=C2\C(=O)NC(=O)N(c3cc(C)cc(C)c3)C2=O)c(Br)cc1O
0%	-0.6%	O=C(C[n+]1cc(Br)cc(Br)c1)c1ccc(Cl)cc1
0%	4.3%	Cc1cccc(C(=O)NN=C2CCN(C)CC2)c1
.	-2.6%	N#Cc1c(/N=C/c2cc3ccccc3s2)sc2c1CCC2
-2%	2.9%	CCC(C(=O)NCc1ccccc1OC)c1ccccc1 (configuration not stated)
.	51%	CCCCn1nc(-c2ccccc2)c2nc3ccccc3nc21
1%	0.2%	Cc1ccc(OCC(O)Cn2c(=N)n(CCN3CCCCC3)c3ccccc32)cc1 (configuration not stated)
1%	-7.0%	Cc1cc(N2C(=O)CC(Cc3ccccc3)C2=O)no1 (configuration not stated)
-3%	0.8%	CCOC(=O)c1ccc(-c2ccc(/C=C3\C(=O)N(c4ccc(S(N)(=O)=O)cc4)N=C3C)o2)cc1
.	-12%	CC(C)NC(=O)c1c2c(nc3ccccc13)CCCC2
-2%	5.8%	CC(CN1CCOCC1)OC(=O)c1ccc2c(c1)OCCO2 (configuration not stated)
-3%	4.1%	Cc1cccc(C)c1OCCCCNCCO
-4%	.	O=C(CN1CCN(Cc2ccccc2Cl)C1=O)NC1CCCCCC1
1%	-3.7%	Cc1nc2ccccc2n1CC(O)COc1ccc(Br)cc1 (configuration not stated)
1%	-0.5%	O=C(NCCCN1CCOCC1)c1ccccc1-c1ccccc1
-1%	0.5%	O=C(OCc1nnc(-c2ccccc2)o1)c1cc(=O)c2ccccc2o1
-6%	-2.0%	Cc1csc(C(C#N)C(=O)c2cc3ccccc3o2)n1 (configuration not stated)
4%	4.5%	O=C(O)c1ccc(F)c(S(=O)(=O)Nc2ccccc2Cl)c1
.	-4.1%	O=C(Nc1nnc(C2CC2)s1)c1cc(S(=O)(=O)N2CCN(c3ccccc3)CC2)ccc1Cl
2%	-0.7%	Cc1nn(-c2ccccc2)c(C)c1S(=O)(=O)O
.	-1.0%	Cc1ccc(NC(=O)C2CCN(S(=O)(=O)c3cccs3)CC2)cc1C
2%	-1.5%	Cc1cccc(NC(=O)CN2C(=O)COc3ccc(Cl)cc32)c1C
-8%	-6.8%	COCCCNC(CC(=O)Nc1ccc(OC)cc1OC)C(=O)O (configuration not stated)
2%	-4.5%	CCC(CC)N=C1NS(=O)(=O)c2cc([N+](=O)[O-])ccc21
2%	-1.0%	Cc1ccccc1NS(=O)(=O)c1ccc(C2CNC(=O)C2)cc1 (configuration not stated)
-1%	2.3%	O=c1cc(N2CCN(c3ccccc3)CC2)[nH]c(=O)n1C1CCCCC1
7%	7.9%	COC(=O)c1ccc(C(=O)OC)c(NS(C)(=O)=O)c1
3%	2.7%	COc1ccc(C)cc1S(=O)(=O)Nc1cccnc1

The list continues.
Rat MKP-3 inhibitors	Hsp70 inhibitors	SMILES
3%	0.0%	COCCNC(=O)c1cnn2c(-c3ccccc3)cc(-c3ccccc3)nc12
3%	2.3%	Cc1cc(OCC(O)CN2CCN(Cc3ccccc3)CC2)ccc1C(C)C (configuration not stated)
3%	2.0%	COc1cc(C=O)c(Br)cc1OCc1ccc(Cl)cc1Cl
-12%	-5.7%	O=C(c1ccc2c(c1)OCCO2)C1CCN(S(=O)(=O)c2ccc(F)cc2)CC1
-7%	.	COc1ccc2nc(NC(=O)C3CCCN(S(=O)(=O)c4cccc5nonc45)C3)sc2c1 (configuration not stated)
2%	1.2%	O=C(NCCN1CCCC1)c1ccc2c(c1)N(Cc1ccc(F)cc1)C(=O)c1ccccc1S2=O (configuration not stated)
0%	0.9%	CC1=C(C)CC2C(=O)N(c3ccc(-c4ccc([N+](=O)[O-])cc4)cc3)C(=O)C2C1 (configuration not stated)
.	2.9%	CCC(C)(C)n1nnnc1C(c1ccc(C)cc1)N(Cc1ccco1)Cc1cccs1 (configuration not stated)
-5%	.	C=C(C)c1cccc(C(C)(C)NC(=O)N2CCOCC2)c1
.	1.7%	OC1(c2ccc3ccccc3c2)CCN(Cc2ccccc2)C1 (configuration not stated)
3%	4.8%	Cc1ccccc1N(C=O)C(=O)C1C(C)C2C=CC1C21CC1 (configuration not stated)
-7%	.	Cc1cc(C)c(C#N)c(SCC(=O)N2CCCCC2)n1
-5%	-1.7%	COCCCN1C(=O)C(=O)/C(=C(/O)c2ccc(OC)cc2)C1c1cccc(OC)c1 (configuration not stated)
-7%	-16%	Cc1noc(/C=C/c2ccco2)c1S(=O)(=O)N1CCC(C(=O)N2c3ccccc3CC2C)CC1 (configuration not stated)
.	3.1%	CCCN(C(=O)c1ccco1)c1nnc(-c2ccncc2)s1
.	4.9%	CCN1CCN(C(=O)c2sc3nc(C)nc(N4CCC(C)CC4)c3c2C)CC1
-2%	-0.4%	O=S1(=O)N=C(Nc2ccc(S(=O)(=O)N3CCCCC3)cc2)c2ccccc21
-9%	-1.4%	COc1cccc(C(C(=O)NC(C)(C)C)N(C(=O)CCC(=O)Nc2cc(C)on2)C2CC2)c1OC (configuration not stated)
7%	-6.3%	NC(N)=NC(N)=NCCc1ccccc1
-9%	-0.3%	Cc1nc2scc(-c3ccco3)c2c(=O)n1/N=C/N(C)C
-11%	1.1%	Cn1c(SCC(=O)Nc2ccccc2)nc(O)cc1=O
.	-6.2%	COc1ccc(S(=O)(=O)c2ccc(OC)cc2)cc1
-7%	-3.8%	Cc1ccc(S(=O)(=O)N(C)CC(=O)Nc2cccc(C)n2)cc1
-15%	.	O=C(Nc1cc(C(F)(F)F)ccc1N1CCOCC1)c1ccc(Br)o1
-11%	-2.1%	Cn1c(CN2CCCC2)nc2cc(NC(=O)c3ccco3)ccc21
1%	4.8%	COC(=O)c1cccc(NC(=O)c2c(Cl)ccc(Cl)c2OC)c1
.	1.2%	COc1ccc(NC(=O)C2CCCO2)cc1 (configuration not stated)
2%	2.3%	CC1(C)Cc2c(sc(N)c2C#N)C(C)(C)N1
3%	3.3%	CCc1nc2ccccc2c(NC(=O)CN2CCC(C)CC2)c1C
2%	-1.0%	O=C(O)C1CCCCC1C(=O)Nc1nc(-c2cccc3ccccc23)cs1 (configuration not stated)

A draw from above in order of molecular weight, falling:
Rat MKP-3 inhibitors	Hsp70 inhibitors	SMILES
-15%	.	O=C(Nc1cc(C(F)(F)F)ccc1N1CCOCC1)c1ccc(Br)o1
2%	-1.0%	O=C(O)C1CCCCC1C(=O)Nc1nc(-c2cccc3ccccc23)cs1 (configuration not stated)
-11%	1.1%	Cn1c(SCC(=O)Nc2ccccc2)nc(O)cc1=O
.	1.2%	COc1ccc(NC(=O)C2CCCO2)cc1 (configuration not stated)

The listing continues.
Rat MKP-3 inhibitors	Hsp70 inhibitors	SMILES
-2%	2.5%	OC(CN1C2=NCCN2c2ccccc21)c1ccc2c(c1)OCO2 (configuration not stated)
0%	-0.2%	CCSC1=N/C(=C\c2ccc(C(=O)O)cc2)C(=O)S1
1%	5.5%	COc1ccc(N2C(=O)NC(=O)/C(=C/c3ccc(OCc4ccccc4F)c(OC)c3)C2=O)cc1
4%	0.2%	CC1CN(c2ccc(Cl)cc2[N+](=O)[O-])CCN1S(C)(=O)=O (configuration not stated)
0%	-5.0%	Cc1cc(C)c2c(CC(=O)Nc3nccs3)coc2c1
-8%	0.9%	Nc1cc(N)nc(SCCOc2ccccc2F)n1
-9%	-1.7%	CCC(C)(C)NC(=O)C(c1ccco1)N(C(=O)c1csnn1)c1cccc(F)c1 (configuration not stated)
-5%	-5.0%	Brc1ccc(-c2noc(COc3ccc4c(c3)CCC4)n2)o1
-1%	0.2%	CCP(=O)(CC)CCP(=O)(c1ccccc1)c1ccccc1
-4%	-2.9%	COc1ccc(-n2c(Cc3cccn3C)nnc2SCC(=O)Nc2cccc(F)c2)cc1
1%&0%	2.0%&2.2%	CN(C)c1ccc(C(=S)N2CCOCC2)cc1
4%	-0.9%	O=C(/C=C/c1ccco1)N1CCN(c2ccccc2)CC1
.	0.4%	Cc1nn(C(C)C(=O)NCc2ccccc2Cl)c(=O)c2c1sc1ccccc12 (configuration not stated)
.	2.6%	COc1ccc(CNc2ncnc(N)n2)cc1
0%	1.2%	CCOc1cc(-c2noc(CCC(=O)N3CCOCC3)n2)ccc1OC
1%	-3.9%	O=C1c2ccccc2C(=O)N1CC(O)COC1CCCCC1 (configuration not stated)

The list is partial; the hit share may differ from the screen's.
